Assay outcomes: PubChem, several laboratories
Hsp70 act: transcriptional activators of Hsp70; actives 0.04% (n = 200,000); AID 1203; activation, % at 10 µM; HeLa Hsp70 promoter luciferase reporter, luminescence; scaled: vehicle 0, proteasome-inhibitor control 100%;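 active = activation above the mean across all tested compounds plus 3 SD, cutoff set per campaign, cut at about 5.5% in these data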;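 also: 100% = MG132 at 30 µM as the positive control and 0% = DMSO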
Redox H2O2 prof: compounds producing H2O2 with reducing agent – biochemical, NIH compound library profiling, artefact control for MLSCN library redox annotation, primary screen | DTT-dependent redox cycling H2O2, phenol red/HRP absorbance; 100% = 100 µM peroxide control, 0% = buffer | activation, % at 10 µM | actives 0.03% (n = 200,000) | AID 878;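 active = activation of at least 50% relative to the plate's high and low controls in the primary single-dose screen; inactive = activation below 50%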;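 also: compound incubated with DTT at 0.8 mM final as the reducing agent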
PMI act satM6P: activators of human phosphomannose isomerase at near-saturating mannose 6-phosphate; P34949; coupled PMI enzyme assay, resazurin fluorescence, 20 min; stronger effect = higher value; 1 = untreated enzyme, 0 = substrate-free blank; activation factor at 20 µM; actives 0.34% (n = 190,000);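 active = activation factor of 2 or more at 20 µM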
Target sequence (P34949 whole entry, looked up): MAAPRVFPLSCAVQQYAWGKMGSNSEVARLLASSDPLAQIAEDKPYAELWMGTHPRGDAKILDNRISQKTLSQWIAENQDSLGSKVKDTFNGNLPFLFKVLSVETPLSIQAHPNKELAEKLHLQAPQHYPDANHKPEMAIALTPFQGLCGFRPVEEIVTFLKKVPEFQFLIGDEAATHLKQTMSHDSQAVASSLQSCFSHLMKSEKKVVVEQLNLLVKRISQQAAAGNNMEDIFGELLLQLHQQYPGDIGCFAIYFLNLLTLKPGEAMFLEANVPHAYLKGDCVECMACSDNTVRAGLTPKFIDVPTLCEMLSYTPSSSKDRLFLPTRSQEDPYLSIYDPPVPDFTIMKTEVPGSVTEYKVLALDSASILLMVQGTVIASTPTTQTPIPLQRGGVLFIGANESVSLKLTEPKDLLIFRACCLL
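Material: human phosphomannose isomerase with PGI, G6PDH, diaphorase coupling enzymes / Reagent: Man-6-P substrate 1.0 mM / Dosing: single compound dose of 20 µM, 1% DMSO final / Incubation: enzyme reaction with compound 20 min at room temperature / Signal: resorufin fluorescence (Ex 544/Em 590 nm) from resazurin via diaphorase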
TLR4-MyD88 BLA: blocks binding of human TLR4 to MyD88. HeLa CL3-4 TLR4/MyD88 BLA complementation, FRET ratio. O00206+Q99836. inhibition, % at 8.4 µM. AID 861. actives 0.18% (n = 200,000); in the data active = inhibition above about 25%;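 also: 0% = vehicle and 100% = reference inhibitor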
G6PDH CS: counter-screen for G6PDH assay hits: L. mesenteroides G6PDH inhibition; actives 0.12% (n = 200,000); Purified L. mesenteroides G6PDH, diaphorase/resazurin coupled fluorescence, 45 min; inhibition, % at 5 µM; AID 1020
S1P3 antagonist: antagonists of human S1P3 receptor. Q99500. CHO S1P3 NFAT-BLA reporter, FRET fluorescence, antagonist mode. inhibition, % at 4.98 µM. actives 0.27% (n = 170,000);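 active = inhibition above the plate cutoff, the mean inhibition of test wells on that plate plus 3 SD, cut at about 28% in these data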;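 also: cells challenged with S1P at its EC80 of 0.8 µM; blue over green emission ratio from cleaved BLA substrate after 4 h stimulation; 0% = S1P-stimulated wells and 100% = unstimulated DMSO-only wells; some compounds past the cut are filed as inactive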
Target sequence (Q99500 whole entry, looked up): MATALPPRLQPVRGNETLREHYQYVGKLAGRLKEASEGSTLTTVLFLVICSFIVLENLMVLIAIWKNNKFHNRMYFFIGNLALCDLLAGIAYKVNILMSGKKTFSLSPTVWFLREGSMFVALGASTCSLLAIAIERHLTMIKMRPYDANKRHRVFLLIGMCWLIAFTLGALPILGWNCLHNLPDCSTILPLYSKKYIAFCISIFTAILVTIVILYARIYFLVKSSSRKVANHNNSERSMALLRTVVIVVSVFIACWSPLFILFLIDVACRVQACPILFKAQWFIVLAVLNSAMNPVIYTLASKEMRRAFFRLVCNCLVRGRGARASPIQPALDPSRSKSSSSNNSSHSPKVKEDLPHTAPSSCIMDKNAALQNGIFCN
Diaphorase inh: inhibits diaphorase or chemically oxidizes, flagging diaphorase assay artifacts; diaphorase resazurin-to-resorufin fluorescence, NADH, 16 min; bacterial (C. kluyveri) enzyme, not human; actives 0.69% (n = 190,000); inhibition, % at 20 µM;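 active = primary screen inhibition at 20 µM above a set limit, cut at about 50% in these data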;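 also: plate controls were DMSO with full reaction for no effect and wells lacking NADH for full effect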
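Detection: fluorescence of resorufin formed from resazurin, Ex 544/Em 590 nm; test system: Clostridium kluyveri diaphorase enzyme; amount: 0.14 U/mL diaphorase, enzyme working solution; times: 16-min room-temperature incubation before reading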
Diaph act CS: diaphorase activation or chemical reduction counter-screen; Diaphorase/resazurin coupled assay, resorufin fluorescence, 16 min; stronger effect = higher value; 1 = vehicle wells, 0 = NADH-free wells; activation factor at 20 µM; actives 0.005% (n = 190,000); AID 1229;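 active = diaphorase activity raised at least twofold by the compound at 20 µM; inactive = activation factor below 2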
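Test system: Clostridium kluyveri diaphorase, purified enzyme. Buffer or medium: 50 mM HEPES pH 7.4 buffer plus MgCl2 and Tween 20. Also added: 0.114 mM NADH and 0.1 mM resazurin, final amounts. Dosing: compound 20 µM once, DMSO 1%. Schedule: 16 min enzyme reaction, ambient temperature. Detection: fluorescence of resorufin, 544 nm excitation, 590 nm emission.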
RAM inhibit: inhibitors of the yeast RAM network | actives 1.8% (n = 190,000) | AID 868 | S. cerevisiae dse1pr::URA3 reporter, 5-FOA growth OD615, 2 d; analog-sensitive cbk1-as2 kinase mutant strain | inhibition, % at 50 µM;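 active = inhibition above a set limit, 3 SD over mean compound inhibition, cut at about 8.4% in these data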;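 also: 0% = DMSO-only wells with no growth and 100% = 10 µM 1-NA-PP1 full growth; inhibition rescues growth on 5-FOA so higher OD means more RAM inhibition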
L major viab: reduces viability of Leishmania major promastigotes; inhibition, % at 10 µM; resazurin fluorescence viability; actives 9% (n = 200,000); AID 1063;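 also: promastigotes grown with compound for 44 hours at 28 °C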
PMI act: activators of human phosphomannose isomerase. P34949. purified human PMI, coupled resazurin fluorescence, 20 min; stronger effect = higher value; 1 = vehicle control, 0 substrate-free wells. activation factor at 20 µM. actives 0.005% (n = 190,000);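 active = activation factor of 2 or more at 20 µM, relative to plate controls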
* = called active by the depositor; nt = no result given. Rule as the data show it, unless noted: active = inhibition above about 50%; inactive = the rest.

compound,Hsp70 act,Redox H2O2 prof,PMI act satM6P,TLR4-MyD88 BLA,G6PDH CS,S1P3 antagonist,Diaphorase inh,Diaph act CS,RAM inhibit,L major viab,PMI act
Cc1cc(O)c(C(=O)Cc2csc(C)n2)c(O)c1,0.1,0.1,0.9,1,2,-11,-8,1.1,0.6,-12,1.1
COCCn1cc(C(=O)NCCCN2CCC(C)CC2)c2c3ccccc3n(C)c2c1=O,-0.3,0.0,0.9,3,-33,10,6,0.9,0.8,-2,0.9
Cc1cc(C)nc(Nc2n[nH]c(C)n2)n1,0.2,-1.0,1,-2,12,-8,8,0.9,0.6,-5,0.9
O=C(CCSCCC(=O)Nc1ccccc1F)Nc1ccccc1F,-0.2,-0.3,1.1,2,-3,-1,6,0.9,2.1,0,1.1
COc1ccc(CNc2oc(-c3cccc4ccccc34)nc2P(=O)(OC)OC)cc1,-0.4,0.5,1,0,7,-17,26,0.7,4.5,41,1
NCCCCCc1nnc(SCc2cccc(Cl)c2)o1,-0.2,0.8,1,5,-1,-35,8,0.9,-0.2,98*,1
CCOc1ccc(C=Nc2cccc3ncccc23)cc1,-0.3,2.5,0.3,-3,12,-14,51*,0.5,1.1,12,0.4
COc1ccc(OC)c(C2C3=C(CC(C)(C)CC3=O)Nc3nnnn32)c1 (stereo unspecified),0.0,-0.2,1,10,4,-4,14,0.9,1.9,-3,0.9
CCC(C)C(=O)Nc1nc(C)c(-c2csc(Nc3cc(Cl)ccc3OC)n2)s1 (stereo unspecified),-0.2,-3.6,0.7,6,0,nt,21,0.8,0.3,43,0.6
COc1ccccc1/C=C/C(=O)OCC(=O)NNC(=O)c1ccccc1,-0.4,0.0,1.1,-15,-2,-6,2,1,2.4,-5,1.1
CS(=O)(=O)N1CCN(c2ccccc2NC(=O)CSc2ccc(Cl)cc2)CC1,0.0,-0.4,0.9,9,-1,14,8,0.9,1.5,31,0.9
COc1ccccc1NCC(=O)NNC(C)C(=O)Nc1cccc(Cl)c1 (stereo unspecified),-0.3,-1.2,1,-8,3,-18,19,0.8,2.8,12,1
O=C(Nc1ccc2c(c1)OCCO2)C1CC1c1ccccc1 (stereo unspecified),0.1,0.1,1,-1,8,10,13,0.9,3.4,-4,1
CC1(C)CC(=O)C(C(=O)/C=C/c2ccco2)C(=O)C1,-0.1,-0.5,1.1,-4,1,-7,-8,1.1,0.9,2,1.4
Cc1cccc(NC(=O)c2nc(-c3ccccc3)n(-c3ccccc3)n2)c1C,-0.3,0.0,0.9,-6,-1,nt,13,0.9,0.8,7,0.9

Pulled one by one from the list above:
compound,Hsp70 act,Redox H2O2 prof,PMI act satM6P,TLR4-MyD88 BLA,G6PDH CS,S1P3 antagonist,Diaphorase inh,Diaph act CS,RAM inhibit,L major viab,PMI act
Cc1cc(O)c(C(=O)Cc2csc(C)n2)c(O)c1,0.1,0.1,0.9,1,2,-11,-8,1.1,0.6,-12,1.1
O=C(CCSCCC(=O)Nc1ccccc1F)Nc1ccccc1F,-0.2,-0.3,1.1,2,-3,-1,6,0.9,2.1,0,1.1
Cc1cccc(NC(=O)c2nc(-c3ccccc3)n(-c3ccccc3)n2)c1C,-0.3,0.0,0.9,-6,-1,nt,13,0.9,0.8,7,0.9
NCCCCCc1nnc(SCc2cccc(Cl)c2)o1,-0.2,0.8,1,5,-1,-35,8,0.9,-0.2,98*,1

The listing continues.
compound,Hsp70 act,Redox H2O2 prof,PMI act satM6P,TLR4-MyD88 BLA,G6PDH CS,S1P3 antagonist,Diaphorase inh,Diaph act CS,RAM inhibit,L major viab,PMI act
CCOC(=O)c1c(NC(=O)CSc2nc3ccccc3o2)sc(C)c1C,-0.3,-4.6,1,2,-5,nt,8,0.9,6.9,-5,1
CC(=O)Nc1ccc(S(=O)(=O)Nc2cccc(-c3nc4ccccc4o3)c2)cc1,-0.1,-0.1,0.9,3,9,nt,23,0.8,0.6,-3,0.8
Cn1c(=O)c2c(nc(Sc3ncnn3CC(=O)NC(C)(C)C)n2C)n(C)c1=O,-0.3,0.4,1.1,-3,11,-16,3,1,2.0,-5,1.1
Cn1cnnc1SCc1cccc(Br)c1,-0.5,4.5,1,2,12,nt,1,1,1.5,0,1
Cc1ccc(S(=O)(=O)N2CCN(C(=O)C3COc4ccccc4O3)CC2)cc1C (stereo unspecified),0.2,-0.3,1,1,11,5,16,0.8,17*,28,0.9
O=C(c1ccc(Br)o1)N1CCN(Cc2ccc3c(c2)OCO3)CC1,-0.2,-1.0,0.9,0,5,12,24,0.8,0.3,9,0.9
Cc1cc(C)c2nc(Cl)c(CN(Cc3ccco3)C(=O)Nc3ccccc3C)cc2c1,-0.2,1.6,0.9,-3,-3,nt,3,1,6.1,-2,0.9
CC(C)CN(Cc1c(O)ccc2c3c(c(=O)oc12)CCC3)CC(C)C,-0.3,1.8,0.9,-2,9,nt,9,0.9,1.6,1,0.9
CCOC(=O)c1oc2ccccc2c1NC(=O)C(C)(C)C,0.1,-1.9,0.9,-5,1,-2,15,0.9,0.4,1,0.9
Cc1ccc(-c2csc3nc(CN(C)Cc4ccccc4)[nH]c(=O)c23)cc1,-0.2,-1.3,1.1,-5,10,-17,2,1,0.0,13,1.2
O=C(OCCNc1ncc(C(F)(F)F)cc1Cl)c1ccc(S(=O)(=O)N2CCOCC2)cc1,-0.1,-0.6,0.9,-4,2,nt,33,0.7,2.5,-2,0.8
CN(C(=O)c1ccc2c(c1)C(=O)N(CCC1=CCCCC1)C2=O)C1CCCCC1,-0.2,-0.9,1,-10,7,nt,25,0.8,5.6,11,0.9
CC(=O)Oc1ccc2c(c1)cc(C)n2C,0.1,1.1,0.8,2,8,nt,20,0.8,1.6,-3,0.9
COc1ccc(CC2(CO)CCN(S(=O)(=O)N(C)C)CC2)cc1,0.0,-0.2,1,9,-2,-3,8,0.9,-0.3,-5,1.1
CCOc1ccccc1NC(=O)CN(c1cc(C)cc(C)c1)S(=O)(=O)c1c(C)noc1C,0.3,0.1,1,6,3,-9,30,0.7,2.3,-2,1
CCn1c(SCc2ccc(Cl)cc2)nc2nc3c(cc2c1=O)CCCC3,-0.5,0.9,1,-4,8,-8,6,0.9,1.9,15,0.9
CC(=O)OC[C@H]1O[C@@H](n2ccc(=O)[nH]c2=S)C(OC(C)=O)C1OC(C)=O (stereo partly specified),0.8,0.2,1.1,-1,5,5,2,1,0.3,0,1.1
CN(Cc1cn(C)nc1-c1ccccc1F)CC1CCCCO1 (stereo unspecified),0.0,-1.2,1.1,5,3,-4,9,0.9,-0.2,-3,1
COc1ccc(OC)c(NC(=O)C2CC(=O)n3ncnc3N2)c1 (stereo unspecified),0.1,0.9,0.9,8,22,-14,9,0.9,0.6,-9,0.8
CCSc1nc(C)cc(C)c1S(=O)(=O)c1ccccc1C,-0.2,2.0,0.9,9,-12,nt,21,0.8,1.2,88*,0.9
CN(C)S(=O)(=O)c1ccc2oc(SCC(=O)Nc3ccccc3F)nc2c1,1.2,0.9,1,9,2,-10,4,1,0.8,3,1
O=C(O)c1ccc(COc2cccc(CO)c2)cc1,-0.1,0.1,0.9,-4,3,-5,13,0.9,-0.6,-6,0.9
CSc1ccc(Cn2nnc(C(=O)Nc3ccc(C)c(C)c3)c2N)cc1,-0.1,-0.7,1,-8,-2,nt,7,0.9,5.1,-2,1
CCNC(=S)N1CC(C)OC(C)C1 (stereo unspecified),0.5,3.1,1.1,8,1,nt,-2,1,2.7,-1,1
CCCOc1ccc(N2C(=O)C3C(C(C)C)NC4(C(=O)c5ccccc5C4=O)C3C2=O)cc1 (stereo unspecified),-0.4,0.1,1.1,0,4,nt,4,1,0.8,-7,1
CCOC(=O)N1CCC(N(CCOC)C(=O)Nc2ccc(Cl)cc2)CC1,-0.1,0.2,0.9,-16,15,-3,16,0.8,0.8,-7,0.8
COc1ccc(C2C(C#N)=C(N)N(c3ccccc3C#N)C3=C2C(=O)CCC3)cc1CN1CCCC1 (stereo unspecified),-0.2,-0.2,0.9,5,1,-14,15,0.8,0.5,-5,0.9
CSCCNC(=O)c1ccc(OC2CCN(CCc3ccccc3)CC2)cc1,0.5,-1.0,1.1,-5,5,11,-5,1.1,0.0,7,1
